From PubChem BioAssay
p53ts 32C tox: kills p53ts cells at the permissive temperature. actives 0.93% (n = 130,000). Potency, µM (series often up to 46.1 µM), for the others: at the highest dose activity change, negative = cytotoxicity, most hits filed as cytotoxic. H1299-p53A138V at 32C, ATP luminescence viability, 24 h;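 further: 0% = DMSO and -100% = full killing by reference compound; nearly all actives have a fitted effect of over 55% in size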
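ATP-content luminescence (ATPlite) read-out after 24 h compound exposure at 32C in H1299-p53A138V cells (600/well). Tested up to 46 uM. Normalized to DMSO (0%) and 100 uM tamoxifen (100% killing); Hill-fit AC50.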
p53ts 39C tox: p53ts cell cytotoxicity, nonpermissive temperature; H1299-p53A138V viability at 39C, ATP luminescence, 24 h; actives 1.5% (n = 130,000); Potency, µM (top dose mostly 46.1 µM), inactives show at the top dose activity change, negative = cell killing, usual class: cytotoxic; further: nearly all actives have a fitted effect of over 55% in size
IkB sig inh: suppresses IkB signaling in ABC-DLBCL reporter cells | ABC-DLBCL IkBa-CBG/CBR dual luciferase ratio, 4 h; response scale: scaled: untreated 0%, proteasome inhibitor 100% | AID 445 | Potency, µM (series often up to 57.1 µM), for inactives: at the top dose IkBa stabilization activation | actives 0.04% (n = 110,000); active means well fitted curve in the direction sought with a large enough effect in the signal ratio, not every such curve was filed as active; inconclusive means small, poorly fitted or top-dose-only effect, or a change in a side signal; the % refers to the signal ratio;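 further: the direction sought is a rising ratio; 0% = basal untreated cells and 100% = reference inhibitor full response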
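In this assay, an IκBα–CBG68 fusion accumulates when IKK-driven degradation is blocked; native CBR normalizes for cell number. OCI-Ly3 cells were treated 4 h with compound and doxycycline, then green and red light read after Chroma-Glo addition.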
Imprint erasure: inducers of genomic imprint erasure in mouse ES cells; mouse ES Peg3-LacZ reporter, beta-gal luminescence, 40 h; Potency, µM (top dose mostly 60.7 µM), inactives show at the highest dose activity change, positive = activation, most hits filed as activators; actives 0.02% (n = 110,000);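 further: 0% = negative control wells on the plate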
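Gelatin-coated wells received 300 freshly trypsinized female ES cells with a Peg3LacZ-Neo reporter on the maternal allele, then incubated 40 hours at 37C. BetaGlo was added for 5 minutes at room temperature before a single luminescence read.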
* marks the source's active call; other numbers are inactive results; ? = inconclusive; / = no result given; [ ] = remark or other dose. Unless noted, the call rests on the fitted dose curve; in most records, active means well fitted curve in the direction sought with a large enough effect; inconclusive means small, poorly fitted or top-dose-only effect, or another doubt; inactive means no such curve, though single readings can be large; an effect the other way counts as inactive or inconclusive. Unless noted, on the % scale 0 is the no-effect control and ±100 the full control effect; potency means the concentration at half of the fitted maximal effect.

A first look:
SMILES	p53ts 32C tox	p53ts 39C tox	IkB sig inh	Imprint erasure
Cc1cc(NC(=O)CN2CCCCCCC2)no1	-4%	-5%	1.7%	-9%
COc1ccc(NC(=O)c2c(NCc3cccc(OC)c3)sc3c2CCC3)cc1	0%	25%	5.6%	-16%[10.9 µM]
CN(Cc1ccccc1)C1CC(=O)N(c2ccc(C(=O)O)cc2)C1=O (configuration not stated)	-8%	7%	0.3%	8%
O=C(CN(C(=O)CCC(=O)Nc1nccs1)c1cccc(F)c1)NCC1CCCO1 (configuration not stated)	6%	-10%	0.2%	1%
Cn1ccnc1SCC(=O)Nc1sccc1C#N	-2%	7%	0.0%	-32%[inhibitor]
CCCn1c(SCC(=O)Nc2nccs2)nnc1-c1cccnc1	8%	1%	2.3%	2%
COC(=O)c1c(-c2cccs2)csc1NC(=O)c1cc(OC)cc(OC)c1	-7%	-11%	?	-8%[10.9 µM]

Main list (from the top)
SMILES	p53ts 32C tox	p53ts 39C tox	IkB sig inh	Imprint erasure
Cc1cc(NC(=O)CN2CCCCCCC2)no1	-4%	-5%	1.7%	-9%
COc1ccc(NC(=O)c2c(NCc3cccc(OC)c3)sc3c2CCC3)cc1	0%	25%	5.6%	-16%[10.9 µM]
CN(Cc1ccccc1)C1CC(=O)N(c2ccc(C(=O)O)cc2)C1=O (configuration not stated)	-8%	7%	0.3%	8%
O=C(CN(C(=O)CCC(=O)Nc1nccs1)c1cccc(F)c1)NCC1CCCO1 (configuration not stated)	6%	-10%	0.2%	1%
Cn1ccnc1SCC(=O)Nc1sccc1C#N	-2%	7%	0.0%	-32%[inhibitor]
CCCn1c(SCC(=O)Nc2nccs2)nnc1-c1cccnc1	8%	1%	2.3%	2%
COC(=O)c1c(-c2cccs2)csc1NC(=O)c1cc(OC)cc(OC)c1	-7%	-11%	?	-8%[10.9 µM]
O=C(NC1CCS(=O)(=O)C1)c1ccc(-c2ccc(Br)cc2)o1 (configuration not stated)	-3%	-17%	0.4%	-5%
COC(=O)c1ccc(CN(Cc2ccc(OC)c(OC)c2)S(=O)(=O)c2ccc(F)c(C(=O)Nc3cc(C)ccc3C)c2)cc1	3%	36%[activator]	0.2%	-26%[10.9 µM]
Fc1ccc(Cn2nnnc2C(c2cccs2)N2CCCCCC2)cc1 (configuration not stated)	11%	-2%	?	-19%
O=C(Cn1cc(SCc2c(F)cccc2Cl)c2ccccc21)N1CCCCCC1	3%	-4%	6.2%	-20%[10.9 µM]
O=C(O)C1CC=CCC1C(=O)Nc1ccc2c(c1)OCCO2 (configuration not stated)	4%	24%	/	/
O=C(O)C1C2C=CC(C2)C1C(=O)NCc1ccc2c(c1)OCO2 (configuration not stated)	-5%	-2%	2.2%	-5%
COc1nc(NCCC2=CCCCC2)nc(OC)n1	10%	5%	-1.4%	-14%
NC1=NC(=Nc2ccccc2)c2ccccc21	-13%	-21%	1.4%	-11%
O=C(CCCOc1ccc(Cl)cc1)N1CCCCCC1	-2%	-5%	-2.5%	-15%
CN(C)CCCSc1nc2ccccc2[nH]1	-2%[9.22 µM]	-4%[9.22 µM]	1.4%[11.4 µM]	-16%[10.9 µM]
Cc1ccccc1Nc1c(-c2ccco2)nc2c(C)cccn12	-29%	?	?	-4%[10.9 µM]
O=C(c1csnn1)N1CCC[C@@]2(CCN(c3cccc(-c4ccccc4)c3)C2)C1	-9%	-15%	12%[11.4 µM]	/
CC(=O)Oc1ccc(N(C(C)=O)S(=O)(=O)c2cccs2)cc1	-7%	-3%	-1.4%	-12%

Molecules above containing a halogen, in the order listed:
SMILES	p53ts 32C tox	p53ts 39C tox	IkB sig inh	Imprint erasure
O=C(CN(C(=O)CCC(=O)Nc1nccs1)c1cccc(F)c1)NCC1CCCO1 (configuration not stated)	6%	-10%	0.2%	1%
O=C(NC1CCS(=O)(=O)C1)c1ccc(-c2ccc(Br)cc2)o1 (configuration not stated)	-3%	-17%	0.4%	-5%
COC(=O)c1ccc(CN(Cc2ccc(OC)c(OC)c2)S(=O)(=O)c2ccc(F)c(C(=O)Nc3cc(C)ccc3C)c2)cc1	3%	36%[activator]	0.2%	-26%[10.9 µM]
Fc1ccc(Cn2nnnc2C(c2cccs2)N2CCCCCC2)cc1 (configuration not stated)	11%	-2%	?	-19%
O=C(Cn1cc(SCc2c(F)cccc2Cl)c2ccccc21)N1CCCCCC1	3%	-4%	6.2%	-20%[10.9 µM]
O=C(CCCOc1ccc(Cl)cc1)N1CCCCCC1	-2%	-5%	-2.5%	-15%

Later entries.
SMILES	p53ts 32C tox	p53ts 39C tox	IkB sig inh	Imprint erasure
O=C(NCCSCc1ccc(Cl)cc1)C1CCN(S(=O)(=O)Cc2ccccc2)CC1	-5%	-6%	?	-10%[10.9 µM]
COc1ccccc1NC(=O)C1=C(C)Nc2nc(SCc3ccccc3F)nn2C1c1cccs1 (configuration not stated)	-26%	?	2.9%	2%[10.9 µM]
CCn1c(C)c(C2N3CC4(C)CN2CC(CC)(C3)C4=O)c2ccccc21 (configuration not stated)	8%	-4%	?	4%[10.9 µM]
COc1ccc(N2CCN(C(=O)CCCOc3cc(=O)n(C)c4ccccc34)CC2)cc1	-2%	-10%	3.9%	-13%
CC(=O)c1cccc(NS(=O)(=O)c2cccc(S(=O)(=O)c3ccc(Br)cc3)c2)c1	16%	-21%	?	-3%[10.9 µM]
Cc1cccc(CNc2nc(-c3ccoc3)nc3ccccc23)c1	-4%	-8%	1.1%[11.4 µM]	-18%
CCOC(=O)C1=C[C@@]2(CC)CCCN3CCc4c(n1c1ccccc41)[C@H]32	2%	-13%	0.1%	-16%
CCCn1c(=O)c(C(=O)Nc2ccncc2)c(O)c2ccccc21	-1%	7%	-1.1%	-7%
O=c1c(N2CCN(c3cccc(C(F)(F)F)c3)CC2)csc2ccc(Cl)cc12	-24%	-17%	?	-24%[10.9 µM]
CCOc1ccc2cc(S(=O)(=O)N3CCN(C)CC3)ccc2c1	4%	-4%	1.5%	-8%
COc1ccc(CNC(=O)c2c(O)c3ccccc3n(C)c2=O)cc1OC	-2%	-4%	0.1%	9%
CN(Cc1nc(-c2cccnc2)no1)S(=O)(=O)c1ccc(Br)cc1	5%	8%	14%	-24%
Cc1ccc(CCNC(=O)C2CCN(Cc3nc(-c4ccccc4C)oc3C)CC2)cc1	-16%	?	?	-15%[10.9 µM]
Clc1ccc2nc(CN3CCCCC3)cn2c1	2%	-14%	-0.9%	-8%
O=C(C1CCCN(S(=O)(=O)c2cccc3nonc23)C1)N1CCN(c2ccccc2F)CC1 (configuration not stated)	11%	-16%	?	-5%[10.9 µM]
COC(C)(C)c1cc(C(C)(C)C)nc(N)n1	-3%	14%	-1.8%	0%
COc1ccccc1CC(=O)NCc1ccc2c(c1)OCO2	3%	-12%	8.0%	-10%
COc1ccccc1OCCNC(=O)c1ccc(S(=O)(=O)N(C)C)cc1	2%	-2%	/	/
Cc1cc(=O)n2c3c(sc2n1)C(=O)N(Cc1ccccc1)C3=O	-6%	6%	0.8%	-1%
CCC1CCCCN1S(=O)(=O)c1ccc(S(=O)(=O)N(Cc2cccs2)C2CC2)cc1 (configuration not stated)	-2%	6%	5.6%	-10%
O=C(CN1C(=O)C2CCc3[nH]c4ccccc4c3C2C1=O)N1CCCC1 (configuration not stated)	-4%	1%	0.9%	4%
CN1/C(=C\C(=O)c2ccco2)c2ccccc2CC1(C)C	0%	-7%	0.8%	-2%
O=C(NCC(=O)N(Cc1cccs1)C(C(=O)NC1CCCCC1)c1ccncc1)c1ccco1 (configuration not stated)	4%	18%	/	/
CCOc1ccc(CNC(=O)Cn2nc(C)c3nn(-c4ccc(Cl)cc4)c(C)c3c2=O)cc1OC	4%	4%	?	8%[10.9 µM]
CCN(CC)CCCNC(=O)C1c2ccccc2Oc2ccccc21	-13%	-11%	3.8%	-5%
CCCCOc1ccc(C(=O)N(Cc2ccccc2)C2CCS(=O)(=O)C2)cc1 (configuration not stated)	-20%	-4%	?	-19%[10.9 µM]
Cc1cccc(C(=O)Nc2ccccc2C(=O)OCc2cc(=O)n3nc(C4CC4)sc3n2)c1	-3%	6%	-1.0%	-3%[10.9 µM]
Cc1oc(-c2cccc(Cl)c2)nc1CN1CCC(C(=O)N2CCN(c3ccccc3F)CC2)CC1	14%	-20%	-2.8%	-16%
O=C(Cn1cc(C(F)(F)F)ccc1=O)N1CCN(S(=O)(=O)c2ccc(Cl)cc2)CC1	3%	2%	0.4%	-2%
CCC(=O)Nc1sc2c(c1C(=O)Nc1ccc(OC)cc1)CCC(C(C)(C)C)C2 (configuration not stated)	-3%	-3%	3.9%	-12%[10.9 µM]
COC(=O)c1ccccc1NC(=O)c1cc2sccc2n1C	10%	3%	0.3%	-8%
CCCCC(CC)COC(=O)CCCCC(=O)OCC(CC)CCCC (configuration not stated)	3%[1.84 µM]	-21%	1.1%	6%
CN1CCc2cc3c(cc2[C@@H]1[C@@H]1C(=O)Oc2c1ccc1c2OCO1)OCO3	-2%	-6%	0.5%	1%
Cc1ccc(-c2nnc(Nc3ccc(C(N)=O)cc3)c3ccccc23)cc1S(=O)(=O)N1CCCCC1	-8%	-13%	?	-19%[10.9 µM]
CCN(CC)S(=O)(=O)c1ccc(-c2csc(=Nc3cccc(C(F)(F)F)c3)n2Cc2ccc3c(c2)OCO3)cc1	-1%	45%[activator]	?	-12%[10.9 µM]
Cc1ccccc1NC(=O)c1ccc2c(O)c(S(=O)(=O)c3ccccc3)c(=O)[nH]c2c1	-5%	-10%	-0.1%	-10%[10.9 µM]
O=C(COC(=O)c1cc(-c2ccccc2)nc2ccccc12)c1ccc(Br)cc1	-7%	-10%	0.2%	4%[10.9 µM]
CC1CCN(CCCNC(=O)COc2cc(=O)n(C)c3ccccc23)CC1	0%	-10%	5.0%	5%
COc1cccc(CSc2nc3n(n2)C(c2cccc(F)c2)C(C(=O)Nc2ccccc2C)=C(C)N3)c1 (configuration not stated)	-4%	-11%	-2.5%	-6%[10.9 µM]
CC(C)CCn1nnnc1C(c1ccc(F)cc1)N1CCC(C(N)=O)CC1 (configuration not stated)	2%	-2%	3.9%	/
O=C(NC1CC2CCC1C2)C1CCN(S(=O)(=O)c2ccc(-c3nn[nH]n3)cc2)CC1 (configuration not stated)	-1%	6%	-1.3%	-2%
COc1ccc(OC)c(C(=O)C2COC(=O)C2)c1 (configuration not stated)	9%	25%	?	-14%
Cc1ccc(N2OC3C(=O)NC(=O)C3C2c2ccco2)cc1 (configuration not stated)	-1%	1%	-1.0%	-1%
Cc1ccc(CNC(=O)c2sc3ccc(S(=O)(=O)N4CCCCC4)cc3c2N)cc1	-11%	-23%	/	/
COc1cccc(NC(=O)c2cccc(OC)c2OC)c1	?	?	6.1%	-42%[inhibitor]
O=C(Nc1nnc(N2CCCCCC2)s1)c1cc(-c2ccc(Br)cc2)on1	1%	-21%	-2.1%	-1%
COCCn1cnc2c(c1=O)c1nc3ccccc3nc1n2/N=C/c1cccc(OC)c1OC	-1%	6%	-1.6%	1%
COc1ccc(NC(=O)CC2Oc3ccc(C)cc3NC2=O)cc1 (configuration not stated)	6%	-7%	-1.2%	-17%
COc1cccc(CC(=O)Nc2c(C(=O)N3CCN(c4ccccc4)CC3)oc3ccccc23)c1	-2%	-2%	-2.0%	-7%[10.9 µM]
CCOc1ccc(CNC(=O)CCS(=O)(=O)c2cc3c4c(c2)CCN4C(=O)CC3)cc1OC	-11%	2%	-0.8%	7%[10.9 µM]
Cc1cnc(CNc2ncncc2-c2ccc(N(C)C)cc2)cn1	7%	-8%	2.3%[11.4 µM]	-3%
O=C(Cn1nc(Cc2cccnc2)c2ccccc2c1=O)N1CCN(c2ccccc2F)CC1	1%	12%	?	-18%[10.9 µM]
O=C(Cn1cnc2c(oc3ccccc32)c1=O)NCC1CCCO1 (configuration not stated)	5%	3%	3.7%	-3%
O=C(Cn1cc(C(F)(F)F)ccc1=O)N/N=C/c1ccc(Cl)c(Cl)c1	16%	-2%	/	/
Cc1cccc(OCCCCCNCCO)c1	1%	1%	-1.8%	-26%
Cc1nc2nc(C)c(CCC(=O)NCc3ccccc3)c(C)n2n1	11%	-3%	-0.4%	9%[10.9 µM]
COC(=O)[C@H](C)[C@@H]1C[C@@]1(C)[C@@H](NC(=O)OCc1ccccc1)c1ccccc1	13%	-5%	/	-17%
